Compound activity: PubChem BioAssay, National Center for Advancing Translational Sciences (NCATS)
TrxR1 substrate = qHTS Assay for Substrates of Mammalian Selenoprotein Thioredoxin Reductase 1 (TrxR1): qHTS | Potency, µM (highest dose often 114 µM), without a hit: top-dose activity change, negative = substrate turnover | Thioredoxin reductase 1, cytoplasmic (Rattus norvegicus), O89049 | purified TrxR1 substrate turnover, NADPH consumption readout | AID 588456, 2011 | hit rate 0.01% among 390,000; note: potency is the fitted concentration of half-maximal effect; % is set by controls: 0 for no effect and ±100 for the full control effect; nearly all actives have a fitted effect of over 50% in size
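Rat TrxR1, dispensed at 90 nM, was prereduced with 400 uM NADPH (final) for 5 min at ~22 deg C, then incubated with compound 15 min before 400 uM selenite. A first-read NADPH fluorescence drop versus no-compound background flagged substrates.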
HP1b binding inh = HTS for Inhibitors of HP1-beta Chromodomain Interactions with Methylated Histone Tails; Potency, µM (titrated, usually from 114 µM), for inactives: at the top dose activity change, negative = inhibition, hits mostly inhibitors; hit rate 0.56% among 390,000; AlphaScreen HP1-beta / biotin-H3K9me3 peptide binding; AID 540317, 2011; note: potency is the fitted concentration of half-maximal effect; nearly all actives have a fitted effect of over 70% in size; inactives centre near 23
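AlphaScreen: HP1-beta (50 nM) preformed 30 min with biotin-H3(1-18)K9me3 peptide (50 nM) in PBS pH 7.4, 0.01% Tween-20. Compound added for 30 min at RT, then streptavidin donor/nickel chelate acceptor beads (10 ug/mL) for 30 min.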
Pin1 inh = qHTS Assay to Find Inhibitors of Pin1; hit rate 0.009% among 390,000; Pin1 FP peptide displacement, HiFluor488, 10 min; Potency, µM (doses to about 115 µM), for the others: top-dose activity, negative = inhibition, usual class: inhibitors; Peptidyl-prolyl cis-trans isomerase NIMA-interacting 1 (Homo sapiens), Q13526; AID 504891, 2011; active = well fitted inhibition curve with a large enough effect in the polarisation, with a control signal flat, not every such curve was filed as active; inconclusive = small, poorly fitted or top-dose-only effect, or effect the other way, or a change in a side signal; inactive = no such curve, though single readings can be large or run the other way; the % refers to the polarisation; note: potency is the fitted concentration of half-maximal effect; % is set by controls: 0 for no effect and ±100 for the full control effect
Target sequence (Q13526 whole entry, looked up): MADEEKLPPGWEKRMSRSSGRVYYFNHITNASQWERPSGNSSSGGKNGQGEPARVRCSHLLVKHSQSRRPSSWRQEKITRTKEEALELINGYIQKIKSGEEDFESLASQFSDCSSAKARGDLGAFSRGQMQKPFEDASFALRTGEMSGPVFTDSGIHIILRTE
PGK inhibitor = qHTS Assay to Find Inhibitors of Phosphoglycerate Kinase. PGK/GAPDH coupled, Kinase-Glo luminescence, 60 min. hit rate 0.043% among 380,000. Potency, µM (highest dose often 57.5 µM), for inactives: top-dose activity change, negative = inhibition, hits mostly inhibitors. Phosphoglycerate kinase, glycosomal (Trypanosoma brucei brucei), P07378. AID 602233, 2012; note: potency is the fitted concentration of half-maximal effect; % is set by controls: 0 for no effect and ±100 for the full control effect; nearly all actives have a fitted effect of over 60% in size
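Recombinant glycosomal PGK reaction used 1,3-bisphosphoglycerate generated in-well by GAPDH (100nM final) in 100mM TEA pH 7.6, 5mM MgCl2, 0.01% Tween-20. After 60 minutes at room temperature, ATP was read by Kinase-Glo Plus luminescence end-point.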
PI4K2A block = qHTS for small molecular inhibitors of PI4K2A | Phosphatidylinositol 4-kinase type 2-alpha (Homo sapiens), Q9BTU6 | purified PI4K2A, ADP-Glo luminescence, 1 h; active compounds read low | activity change, negative = inhibition, % at 76.9 µM | hit rate 0.13% among 420,000 | AID 1346378, 2018; in the data active = activity change below about -50%; inconclusive = mostly about -30% to -49%;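 note: -100% = wells without enzyme as full effect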
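PI4K2A activity was measured by ADP-Glo luminescence: enzyme (4 ug/mL stock) and phosphatidylinositol (1.2 mM stock) in Tris pH 7.5/MgCl2/EGTA/Triton X-100 buffer were reacted with ATP (300 microM stock) for one hour at ambient temperature.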
USP1 inh = Inhibitors of USP1/UAF1: Primary Screen | Potency, µM (highest dose often 57.1 µM), for the others: at the top dose activity change, negative = inhibition, usual class: inhibitors | Ubiquitin carboxyl-terminal hydrolase 1 (Homo sapiens), O94782 | recombinant USP1/UAF1, Ub-Rhodamine cleavage fluorescence | hit rate 0.23% among 390,000; note: potency is the fitted concentration of half-maximal effect; % is set by controls: 0 for no effect and ±100 for the full control effect; nearly all actives have a fitted effect of over 60% in size; inactives centre near -12
Target sequence (O94782 whole entry, looked up): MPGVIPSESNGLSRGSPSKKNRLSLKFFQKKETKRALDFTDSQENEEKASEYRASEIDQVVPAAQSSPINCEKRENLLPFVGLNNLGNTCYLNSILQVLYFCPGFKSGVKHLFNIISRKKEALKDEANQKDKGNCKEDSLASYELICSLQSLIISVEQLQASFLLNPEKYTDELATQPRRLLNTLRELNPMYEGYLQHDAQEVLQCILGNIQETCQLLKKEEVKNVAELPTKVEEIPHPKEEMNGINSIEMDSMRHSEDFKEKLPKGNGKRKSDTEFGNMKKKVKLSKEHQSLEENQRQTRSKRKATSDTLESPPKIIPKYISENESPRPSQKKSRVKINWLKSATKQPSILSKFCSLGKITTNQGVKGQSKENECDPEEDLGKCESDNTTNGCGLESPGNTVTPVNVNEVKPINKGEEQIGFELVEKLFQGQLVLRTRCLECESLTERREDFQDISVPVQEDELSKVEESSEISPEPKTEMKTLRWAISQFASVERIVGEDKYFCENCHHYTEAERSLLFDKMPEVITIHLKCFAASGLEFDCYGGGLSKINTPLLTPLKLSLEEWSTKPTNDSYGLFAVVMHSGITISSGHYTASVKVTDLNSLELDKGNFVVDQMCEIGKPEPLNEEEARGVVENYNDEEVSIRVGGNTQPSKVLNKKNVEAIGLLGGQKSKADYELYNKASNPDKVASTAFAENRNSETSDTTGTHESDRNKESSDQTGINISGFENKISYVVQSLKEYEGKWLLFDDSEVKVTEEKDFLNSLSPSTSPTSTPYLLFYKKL
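High-throughput fluorogenic screen: 1nM USP1/UAF1 complex, Ub-Rho substrate 150nM final, 50mM HEPES pH 7.8 with 0.5mM EDTA, 0.1 mg/ml BSA, 1mM TCEP and 0.01% Tween-20.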
GLS inhibitor = qHTS for Inhibitors of Glutaminase (GLS); GLS enzymatic activity, qHTS titration; hit rate 0.21% among 410,000; AID 624170, 2012; Potency, µM (titrated, usually from 45.5 µM), for inactives: top-dose activity change, negative = inhibition, usual class: inhibitors; note: potency is the fitted concentration of half-maximal effect; % is set by controls: 0 for no effect and ±100 for the full control effect
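Compounds were pin-transferred onto hKGA, after which L-glutamine (1 mM solution) and a detection mix of glutamate oxidase, HRP and Amplex Red were added. Initial and 30 min RT fluorescence reads were collected.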
TrxR1 inh = qHTS Assay for Inhibitors of Mammalian Selenoprotein Thioredoxin Reductase 1 (TrxR1): qHTS; Thioredoxin reductase 1, cytoplasmic (Rattus norvegicus), O89049; recombinant rTrxR1, NADPH fluorescence consumption, selenite substrate; Potency, µM (doses to about 114 µM), for inactives: top-dose activity change, negative = inhibition, usual class: inhibitors; hit rate 1% among 390,000; note: potency is the fitted concentration of half-maximal effect; % is set by controls: 0 for no effect and ±100 for the full control effect; nearly all actives have a fitted effect of over 65% in size
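Rat TrxR1 (90 nM in the dispensed reagent) was pre-reduced with 400 uM NADPH for 5 min at room temperature, then incubated with compound for 15 min. After 400 uM selenite was added, NADPH fluorescence (Ex 340/Em 450 nm) was followed for 8 min.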
mIDH1 inhibitor = qHTS for Inhibitors of mutant isocitrate dehydrogenase 1 (IDH1): qHTS; Isocitrate dehydrogenase [NADP] cytoplasmic (Homo sapiens), O75874; IDH1-R132H enzyme, NADPH consumption, diaphorase/resazurin fluorescence; AID 602179, 2012; Potency, µM (series often up to 76.6 µM), without a hit: top-dose activity change, negative = inhibition, actives largely listed as inhibitors; hit rate 0.093% among 390,000; note: potency is the fitted concentration of half-maximal effect; % is set by controls: 0 for no effect and ±100 for the full control effect; nearly all actives have a fitted effect of over 65% in size
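IDH1-R132H (0.5 ug/mL dispensed) in pH 7.5 Tris buffer was preincubated 30 min with compound, then given a substrate mix of 0.016 mM NADPH and 2 mM alpha-KG for 80 min at room temperature; remaining NADPH was read by diaphorase/resazurin fluorescence.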
Numbers without * were called inactive; i = inactive; ? = inconclusive; . = no result given; & = joins results of further samples; [ ] = remark or other dose. Unless noted, calls come from the whole dose curve; as a rule, active = well fitted curve in the direction sought with a large enough effect; inconclusive = small, poorly fitted or top-dose-only effect, or another doubt; inactive = no such curve, though single readings can be large; an effect the other way counts as inactive or inconclusive. Some of the compounds tested. The share of hits here may be higher or lower than overall.

SMILES	TrxR1 substrate	HP1b binding inh	Pin1 inh	PGK inhibitor	PI4K2A block	USP1 inh	GLS inhibitor	TrxR1 inh	mIDH1 inhibitor
CC(C)(C)n1nnnc1C(c1cccs1)N(Cc1ccccc1)Cc1ccco1 (centres undefined)	-4%	35%	42%[activator]	-5%	14	-26%	-5%	-16%	0%
O=C(c1cccc(Cl)c1)N1CCC2CC1c1cc(N3CCOCC3)ccc12 (centres undefined)	-5%	14%	-3%	7%	-1	?	16%	-7%	-12%
COc1ccccc1N1CCN(/N=C\c2ccccc2)CC1	0%	-11%	2%	i	-3	-12%	20%	7%	13%
CCN(CC)c1ccc(N=CN2CCOCC2)cc1	1%[57.1 µM]	?	10%	1%	-4	-25%	?	8%[57.1 µM]	2%
COc1cc(NC(=O)CCCOc2cc(=O)n(C)c3ccccc23)cc(OC)c1OC	-12%	32%	-1%	10%	1	-20%	4%	-17%	-2%
CN(C)c1ccc(CNC(=O)CCc2ccc(S(=O)(=O)N3CCCCCC3)cc2)cc1	-3%[57.1 µM]	-22%	-2%	-1%	1	-15%	-10%	0%[57.1 µM]	-11%
O=C(N/N=C\c1cccs1)c1ccccc1-n1cccc1	-1%[57.1 µM]	11%	0%	8%	-4	-10%	7%	14%[57.1 µM]	1%
C=CCn1c(SCc2cccc(F)c2)nc2cc(C(=O)N3CCC(C(N)=O)CC3)ccc2c1=O	-5%	6%	4%	0%	0	0%	-3%	-2%	-8%
c1ccc2c(Nc3nnc(-c4ccncc4)s3)cccc2c1	8%	30%	-5%	.	-3	-13%	36%[activator]	19%	4%
CCOCCc1nnc(NC(=O)COC)s1	-2%	37%	-3%	7%[11.5 µM]	-2	-29%	0%	11%	-3%
CN(C)Cc1ccccc1C(O)(c1ccccc1)c1ccccc1	-4%[57.1 µM]	4%	-9%	-4%	-23	-7%	-31%	-1%[57.1 µM]	2%
CCCCCC1CC(=O)C=C(C)C1C(=O)OC (centres undefined)	-4%	47%[activator]	-7%	-10%	2	-5%	-4%	0%	0%
COC(=O)c1ccc(COc2ccc(F)cc2)o1	-4%	60%[activator]	-2%	3%	2	-20%	-6%	4%	-1%
COC(=O)c1ccc(C(=O)OC)c(NC(=S)N2CCC(C(N)=O)CC2)c1	2%	49%[activator]	-14%	-8%	-1	-8%	-1%	-1%	-9%
CC(C)(C)[C@@H]1C=C(C(=O)Nc2ccccc2)O[C@H](OCc2ccc(CO)cc2)C1	-8%	27%	-3%	-2%	-2	-13%	0%	16%[57.1 µM]	45µM*
COc1ccccc1CNC(=O)CSc1nc2ccccc2c(=O)n1CCCN1CCOCC1	4%[57.1 µM]	13%	6%	6%	3	?	-2%	3%[57.1 µM]	-3%
O=C(c1ccc2ncsc2c1)N1CCCCC1	-3%	44%[activator]	-3%	-1%	10	-16%	-9%	-7%	12%
Cc1cc(O)ccc1Nc1nc(-c2cccs2)cs1	2%[57.1 µM]	-16%	6%	-4%	-1	?	-6%	20%[57.1 µM]	6%
CCc1cccc(C)c1NC(=O)c1cc(S(=O)(=O)N2CCN(c3ccccc3)CC2)ccc1F	0%[57.1 µM]	26%	?	-9%	2	-24%	1%	13%[57.1 µM]	15%
ON=C1c2ccccc2-c2ccc(O)cc21	-7%[57.1 µM]	-26%	9%	-2%	-2	-20%	17%	4%[11.4 µM]	5%

A different layout for some results above.
mol,TrxR1 substrate,HP1b binding inh,Pin1 inh,PGK inhibitor,PI4K2A block,USP1 inh,GLS inhibitor,TrxR1 inh,mIDH1 inhibitor
CCOCCc1nnc(NC(=O)COC)s1,-2%,37%,-3%,7%[11.5 µM],-2,-29%,0%,11%,-3%
CN(C)Cc1ccccc1C(O)(c1ccccc1)c1ccccc1,-4%[57.1 µM],4%,-9%,-4%,-23,-7%,-31%,-1%[57.1 µM],2%
CCCCCC1CC(=O)C=C(C)C1C(=O)OC (centres undefined),-4%,47%[activator],-7%,-10%,2,-5%,-4%,0%,0%

Printed as active in mIDH1 inhibitor, of those listed so far:
SMILES	TrxR1 substrate	HP1b binding inh	Pin1 inh	PGK inhibitor	PI4K2A block	USP1 inh	GLS inhibitor	TrxR1 inh	mIDH1 inhibitor
CC(C)(C)[C@@H]1C=C(C(=O)Nc2ccccc2)O[C@H](OCc2ccc(CO)cc2)C1	-8%	27%	-3%	-2%	-2	-13%	0%	16%[57.1 µM]	45µM*

(list continues)
SMILES	TrxR1 substrate	HP1b binding inh	Pin1 inh	PGK inhibitor	PI4K2A block	USP1 inh	GLS inhibitor	TrxR1 inh	mIDH1 inhibitor
CCS(=O)(=O)N1CCC(C(=O)NCCCN2CCCCCC2)CC1	11%	15%	4%	5%	3	-4%	-24%	3%	-1%
Cc1ccc(N2C(=O)CSC23C(=O)Nc2ccccc23)cc1F (centres undefined)	4%	21%	-14%	-9%	1	-26%	-8%	19%	18%
O=C(CN1CCN(c2ccc(O)cc2)CC1)N1CCc2ccccc21	2%[57.1 µM]	?	1%	-4%	-2	-14%	8.9µM*	17%[57.1 µM]	-2%
COc1cc(OC)c(S(=O)(=O)Nc2ccccc2N2CCCCC2)cc1NC(C)=O	-1%	19%	0%	-4%	0	-13%	28%	9%	1%
COCCCn1c(Cc2csc(Nc3ccccc3)n2)nnc1SCC(N)=O	-2%	-19%	-8%	i	-5	-12%	-9%	1%	3%
O=C(NC(CSSCC(NC(=O)c1ccccc1)C(=O)O)C(=O)O)c1ccccc1 (centres undefined)	6%	48%[activator]	-1%	2%	-14	-13%	6%	15%	-9%
COc1ccccc1C(=O)NCC(=O)N1CCN(S(=O)(=O)c2ccc3c(c2)OCCO3)CC1	-3%[57.1 µM]	25%	1%	0%	-2	-20%	-9%	-4%[57.1 µM]	-3%
COc1ccc(OC)c(CCNC(=O)c2cnn(-c3ccccc3)c2C2CCN(C(=O)OC(C)(C)C)CC2)c1	8%	1%	-2%	-1%	-3	-10%	1%	1%	0%
CC(C)N(C(=O)CSc1cn(CC(=O)N2CCCCCC2)c2ccccc12)C(C)C	2%	29%	-8%	i	0	-3%	0%	?	-12%
COc1ccc(S(=O)(=O)N2CCC3(CC2)CC(=O)c2ccccc2O3)cc1	12%	44%[activator]	0%	2%	0	-23%	4%	5%	4%
CCOc1ccccc1OCC(=O)Nc1nnc(C)s1	1%	42%[activator]	-3%	-6%	-5	0%	2%	26%	1%
Cc1nc2ccc(Br)cn2c1C(=O)N/N=C\c1ccc(C(C)C)cc1	0%	22%	-11%	-3%	2	-20%	-5%	16%	-2%
COc1cccc(/C(O)=C2\C(=O)C(=O)N(c3ccccn3)C2c2cccc(OC)c2OC)c1 (centres undefined)	-12%	22%	-6%	i	7	-19%	41%[activator]	-27%	8%
Cc1cccc(N2CCN(C(=O)c3cc4c(=O)[nH]c5ccccc5c4n3C)CC2)c1C	8%[57.1 µM]	11%	10%	-5%	8	-9%	-5%	22%[57.1 µM]	0%
COC(=O)c1ccc(NC(=O)CN2CCCC2)cc1	12%[57.1 µM]	67%[activator]	-15%	-2%	2	-10%	18%	20%[57.1 µM]	1%
Cc1ccc(S(=O)(=O)N/N=C2/CC(c3ccccc3)Oc3ccccc32)cc1 (centres undefined)	-6%	9%	14%	-5%	1	0%	14%	-4%	-9%
COc1cc(NC(=O)c2cccnc2SC)cc(OC)c1	-6%	32%	0%	-10%	2	-1%	-2%	22%[57.1 µM]	-3%
O=C(Cc1coc2ccc3ccccc3c12)NC1CCCc2ccccc21 (centres undefined)	18%	-4%	3%	-9%	-2	-19%	2%	5%[57.1 µM]	-1%
CC(=O)Nc1ccc(NC(=O)CCNS(=O)(=O)c2cccc3nsnc23)cc1	0%[57.1 µM]	35%&35%	2%&3%	3%&-10%	5&-3	-20%&-22%	4%&1%	-7%[57.1 µM]	-10%&20%
CC1(c2ccccc2)CC(C)(C)N(C(=O)c2cccc(Cl)c2)c2ccccc21 (centres undefined)	0%	52%[activator]	-15%	i	-7	-21%	-2%	6%	11%
Cc1cc(C)cc(-n2c(C)cc(C(=O)C(=O)Nc3nnc(C)s3)c2C)c1	-3%	2%	?	-9%	-3	-8%	14%	9%	-6%
